Screens as filed in PubChem BioAssay.
CAL PDZ FP-1: untagged CAL PDZ binding inhibitors, primary screen, biochemical, fluorescence polarization, HTS. Golgi-associated PDZ and coiled-coil motif-containing protein (Homo sapiens), Q9HD26. 300,000 compounds, 0.92% hits. inhibition, % at 24.9 µM. AID 602252, 2012. purified CAL PDZ, TMR-peptide fluorescence polarization, 1 h;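 active = mean inhibition of at least 30% with at least half of replicates also reaching 30%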;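 also: 0% = DMSO neutral control and 100% = excess unlabeled competitor peptide PRC23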
cardiac RTF act: cardiac RTF calcium sensitivity activators, primary screen, biochemical, IANBD-TnC fluorescence, EC20 calcium; Troponin I, cardiac muscle (Homo sapiens) + Troponin T, cardiac muscle (Homo sapiens) + …; IANBD-labeled TnC RTF fluorescence at EC20 calcium; 0% EC20 calcium, 100% full calcium; activation, % at 7.2 µM; 340,000 compounds, 0.24% hits; AID 493008, 2010;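 active = activation above the mean over all tested compounds plus 3 SD, cut at about 30% in these data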;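 also: rise in fluorescence read as greater calcium sensitivity of cardiac thin filaments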
C-LANA FP: inhibitors of KSHV C-LANA binding to DNA, primary screen, biochemical, fluorescence polarization, FAM-LBS DNA, MBP-C-LANA, single point; inhibition, % at 9 µM; AID 504423, 2011; Kaposi's sarcoma herpesvirus LANA C-terminal domain (residues 932-1162) DNA binding; 340,000 compounds, 0.078% hits;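 active = highest replicate inhibition at or above 60% at 9 µM, even if other replicates fall short; inactive = all replicates below 60% inhibition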;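 also: 0% = neutral control wells and 100% = 4 µM acridine orange control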
RTF Ca sens inh: cardiac RTF calcium sensitivity inhibitors, primary screen, biochemical, IANBD-TnC fluorescence, EC70 calcium. Troponin I, cardiac muscle (Homo sapiens) + Troponin T, cardiac muscle (Homo sapiens) + …. IANBD-labeled cardiac RTF, Ca2+ fluorescence. inhibition, % at 7.15 µM. 340,000 compounds, 0.12% hits. AID 493244, 2011;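 active = inhibition above the mean inhibition of all tested compounds plus 3 SD, cut at about 17% in these data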;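 also: assay run at fixed EC70 calcium of 1.6 mM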
PKA-R2B act: activators of PKA-R2B holoenzyme, primary screen, biochemical, fluorescence polarization, Cy5-IP20, human | cAMP-dependent protein kinase catalytic subunit beta (Homo sapiens) + cAMP-dependent … | PKA-R2B holoenzyme dissociation; R2B truncated from residue 108, S112A mutant; 0% DMSO only, 100% 113 µM cGMP | activation, % at 11.4 µM | 340,000 compounds, 0.079% hits;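 active = activation above a cutoff set at the mean over all compounds plus 3 SD, cut at about 18% in these data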;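 also: higher means more holoenzyme dissociation and a rise in polarization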
CAL PDZ FP-2: CAL PDZ peptide-binding inhibitors, primary screen, biochemical, fluorescence polarization, Cer-tagged CAL PDZ, HTS. Golgi-associated PDZ and coiled-coil motif-containing protein (Homo sapiens), Q9HD26. purified CAL PDZ, TMR-peptide fluorescence polarization, 1 h. inhibition, % at 20 µM. 330,000 compounds, 0.02% hits. AID 504414, 2011;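 active = highest replicate inhibition of at least 40%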;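 also: plate controls were DMSO neutral control wells for no effect and unlabeled competitor peptide control wells for full effect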
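Test system: tagged CAL PDZ domain / Buffer or medium: sodium phosphate/NaCl buffer pH 7.4 with TCEP, IgG, Thesit / Reagent: TMR-labelled reporter peptide T*-PRC34 bound in PDZ groove / Compound dosing: single point, 20 µM / Schedule: 1 h incubation at room temperature before polarization reading / Technique: fluorescence polarization (mP) / Benchmarks: unlabelled peptide, DMSO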
Rtt109 HAT inh: inhibitors of C. albicans Rtt109/Vps75 HAT, primary screen, biochemical, ThioGlo CoA-SH fluorescence, plate reader; Histone acetyltransferase RTT109 (Candida albicans (strain SC5314 / ATCC MYA-2876)), …; inhibition, % at 34.9 µM; purified Rtt109/Vps75, 4 h; AID 540336, 2011; 330,000 compounds, 0.16% hits;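 active = inhibition of at least 50% in every replicate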
Target sequence (Q5AAJ8 whole entry, looked up): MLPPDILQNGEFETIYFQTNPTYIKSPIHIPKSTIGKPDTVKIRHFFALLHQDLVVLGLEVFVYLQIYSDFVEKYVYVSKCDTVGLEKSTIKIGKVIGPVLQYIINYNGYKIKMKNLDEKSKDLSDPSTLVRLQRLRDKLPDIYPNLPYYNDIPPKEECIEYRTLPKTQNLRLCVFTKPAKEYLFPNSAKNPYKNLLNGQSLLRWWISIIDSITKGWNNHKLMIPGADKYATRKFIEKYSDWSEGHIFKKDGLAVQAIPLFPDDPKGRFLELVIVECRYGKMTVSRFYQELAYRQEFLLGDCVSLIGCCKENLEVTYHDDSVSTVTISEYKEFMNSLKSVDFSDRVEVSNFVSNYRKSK
DAGLB inhibitor: DAGLB lipase inhibitors, primary screen, biochemical, fluorescence, HTS; Diacylglycerol lipase-beta (Homo sapiens), Q8NCG7; HEK293T DAGLB membrane lysate, EnzChek fluorogenic substrate; inhibition, % at 5.17 µM; 340,000 compounds, 0.059% hits; in the data active = inhibition above about 34%;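 also: 0% = enzyme with vehicle and 100% = wells lacking enzyme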
SR-BI uptake up: activators of SR-BI mediated DiI-HDL uptake, primary screen, ldlA[mSR-BI] CHO cells, DiI fluorescence; 3 h; 100 = double the neutral-control signal; activation, % at 12.5 µM; 320,000 compounds, 0.096% hits; AID 504775, 2011;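 active = mean replicate activation of at least 60% and every replicate at or above 60%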;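 also: 0% = median plate neutral-control signal and 100% = twice that signal; values of inactives mirror those of a sister screen read the other way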
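material = CHO ldlA[mSR-BI] cells | medium = Ham's F12 with 0.5% BSA, HEPES 25 mM, pH 7.4 | reagent = fluorescent DiI-HDL, 10 µg/mL final | compound dosing = single-point compound dose | incubation = 3 h, 37 °C | measured by = bottom-read fluorescence, 550/595 nm | measure = HDL uptake via cellular fluorescence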
Keap1-Nrf2 PPI: Keap1-Nrf2 protein-protein interaction inhibitors, primary screen, biochemical, fluorescence polarization, single point | Keap1 Kelch-Nrf2 peptide fluorescence polarization, 1536-well | Kelch-like ECH-associated protein 1 (Homo sapiens), Q14145 | inhibition, % at 9.4 µM | 340,000 compounds, 0.15% hits; in the data active = inhibition above about 12%;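 also: human Keap1 Kelch domain with fluorescein labeled Nrf2 9mer peptide probe; 0% = neutral control wells and 100% = peptide positive control; higher means more block of Keap1 binding to Nrf2 peptide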
Target sequence (Q14145 whole entry, looked up, the tested form may be a part): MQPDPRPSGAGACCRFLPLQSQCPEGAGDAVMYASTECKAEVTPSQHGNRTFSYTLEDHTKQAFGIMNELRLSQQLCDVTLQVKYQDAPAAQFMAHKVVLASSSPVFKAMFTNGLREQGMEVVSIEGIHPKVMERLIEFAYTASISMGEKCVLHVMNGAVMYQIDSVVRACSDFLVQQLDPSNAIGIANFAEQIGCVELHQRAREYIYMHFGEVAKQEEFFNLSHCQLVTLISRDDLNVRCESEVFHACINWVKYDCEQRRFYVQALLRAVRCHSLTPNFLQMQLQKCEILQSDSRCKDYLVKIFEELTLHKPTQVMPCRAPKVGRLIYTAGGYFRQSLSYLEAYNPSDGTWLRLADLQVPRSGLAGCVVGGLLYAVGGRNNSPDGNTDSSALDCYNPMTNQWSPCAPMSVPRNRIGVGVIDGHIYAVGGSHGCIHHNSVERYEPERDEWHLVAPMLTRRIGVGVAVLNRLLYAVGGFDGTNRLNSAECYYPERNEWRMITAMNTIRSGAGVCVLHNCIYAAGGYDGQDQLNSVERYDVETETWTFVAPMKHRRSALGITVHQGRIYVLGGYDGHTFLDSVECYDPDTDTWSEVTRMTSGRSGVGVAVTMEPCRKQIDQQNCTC
The depositor's hits bear a star; nt = not tested or not shown; & = joins results of further samples.

SMILES	CAL PDZ FP-1	cardiac RTF act	C-LANA FP	RTF Ca sens inh	PKA-R2B act	CAL PDZ FP-2	Rtt109 HAT inh	DAGLB inhibitor	SR-BI uptake up	Keap1-Nrf2 PPI
CCN(CC)C(=O)c1[nH]cnc1C(=O)NCc1ccc(CNC(=O)OC(C)(C)C)cc1	2	3	-1.3	-6	-3	0.3	-1	3	1	4
C/C(=N/NC(=O)c1ccccc1)C1=C(O)CC(C)(C)CC1=O	4	-2	0.3	9	-4	-0.9	0	1	-1	-10
O=c1nc(N(c2ccccc2)c2ccccc2)[nH]c(=O)[nH]1	-2	9	-4.8	-11	-7	-0.5	-11	1	34	-2
COc1cc(CNCc2ccccn2)ccc1OCC(=O)NC1CCCCC1	-1	0	-0.9	-5	2	-0.8	-7	0	7	-4
CN1/C(=C\C(=O)CSc2nncn2C)C(C)(C)c2ccccc21	-2	0	-0.2	3	-4	0.1	11	2	-6	4
CCOc1ccc(NC(=O)CSc2ccc3nnc(-c4ccccn4)n3n2)cc1	1	3	0.6	-4	-2	-0.8	8	0	5	-5
O=C(NCCc1nnc2ccc(NCCCN3CCOCC3)nn12)c1ccccc1	-1	-4	-1.2	1	-7	-1.8	12	-2	17	-3
Cc1ccc(N2CCN(S(=O)(=O)N3CCCCC3)CC2)cc1C	0	5	-0.8	-7	-2	0.6	-2	-4	-2	-1
CCCNC(=O)CN1C(=O)COc2ccc(S(=O)(=O)N3CCCCCC3)cc21	1	2	-0.2	0	-7	-2.0	-3	0	11	1
O=c1c2cc(Br)ccc2nc(-c2cccc(C(F)(F)F)c2)n1O	0	-1	0.0	-11	12	-0.6	1	-11	-38	-2
CCCNc1c(NS(=O)(=O)c2ccc(NC(=O)CC)cc2)c(=O)oc2ccccc12	-4	-2	1.2	-8	-5	-1.7	-3	-2	4	-3
O=C(CNC(=O)c1ccccc1F)NCCN1C(=O)S/C(=C\c2ccccc2Cl)C1=O	2	-2	1.8	-2	-10	-3.2	1	0	7	1
NC(=O)c1ccccc1NC(=O)COc1ccc(Cl)cc1	14	-5	0.1	-6	3	0.1	-2	-2	-15	3
COc1cccc(/C=C2/SC(=S)N(CCC(=O)N3CCOCC3)C2=O)c1	-1	7	-1.7	-17	-2	-0.4	8	-2	nt	3
Cc1cccc(NC(=O)C2CCCN(C(=O)Nc3ccccc3)C2)c1C (centres undefined)	0	-1	-0.3	-4	0	0.5	7	3	10	-6

Ordered by SMILES length (rising): some entries from above.
SMILES	CAL PDZ FP-1	cardiac RTF act	C-LANA FP	RTF Ca sens inh	PKA-R2B act	CAL PDZ FP-2	Rtt109 HAT inh	DAGLB inhibitor	SR-BI uptake up	Keap1-Nrf2 PPI
NC(=O)c1ccccc1NC(=O)COc1ccc(Cl)cc1	14	-5	0.1	-6	3	0.1	-2	-2	-15	3
Cc1ccc(N2CCN(S(=O)(=O)N3CCCCC3)CC2)cc1C	0	5	-0.8	-7	-2	0.6	-2	-4	-2	-1
O=c1nc(N(c2ccccc2)c2ccccc2)[nH]c(=O)[nH]1	-2	9	-4.8	-11	-7	-0.5	-11	1	34	-2
C/C(=N/NC(=O)c1ccccc1)C1=C(O)CC(C)(C)CC1=O	4	-2	0.3	9	-4	-0.9	0	1	-1	-10
CCOc1ccc(NC(=O)CSc2ccc3nnc(-c4ccccn4)n3n2)cc1	1	3	0.6	-4	-2	-0.8	8	0	5	-5
COc1cccc(/C=C2/SC(=S)N(CCC(=O)N3CCOCC3)C2=O)c1	-1	7	-1.7	-17	-2	-0.4	8	-2	nt	3
CCCNc1c(NS(=O)(=O)c2ccc(NC(=O)CC)cc2)c(=O)oc2ccccc12	-4	-2	1.2	-8	-5	-1.7	-3	-2	4	-3
O=C(CNC(=O)c1ccccc1F)NCCN1C(=O)S/C(=C\c2ccccc2Cl)C1=O	2	-2	1.8	-2	-10	-3.2	1	0	7	1

Continuation:
SMILES	CAL PDZ FP-1	cardiac RTF act	C-LANA FP	RTF Ca sens inh	PKA-R2B act	CAL PDZ FP-2	Rtt109 HAT inh	DAGLB inhibitor	SR-BI uptake up	Keap1-Nrf2 PPI
Clc1ccc(-c2cc(CN3CCOCC3)no2)cc1	-6	3	1.6	1	-4	-1.0	-2	0	23	-1
CC(NC(=O)c1cncc(Br)c1)c1ccc(S(N)(=O)=O)cc1 (centres undefined)	4	-5	-0.5	2	1	-1.4	-4	-1	21	-4
CN(C(=O)COC(=O)c1cc(-c2ccco2)nc2ccccc12)C1CCS(=O)(=O)C1 (centres undefined)	-2	-10	0.5	13	-7	-0.5	-7	0	-16	1
CN(CC(=O)Nc1ccccc1Cl)C(=O)CSc1nncn1C	3	5	0.6	-7	-4	-1.1	-11	0	0	4
CCN(C[C@H]1N[C@@](Cc2ccccc2)(C(=O)OC)[C@H]2C(=O)N(C)C(=O)[C@@H]12)C(=O)Nc1ccc(Cl)cc1	-3	1	-0.4	-6	1	-0.9	1	-1	-22	-5
CCSc1nnc(NC(=O)c2cccc3ccccc23)s1	8	-4	0.7	-10	-7	0.3	1	1	8	3
Cc1ccc(NC(=O)c2cc(S(=O)(=O)N3CCOCC3)c(Br)s2)cc1	-4	2	2.4	-14	2	-2.0	7	-5	-73	4
O=C(C=Cc1ccco1)c1cc(Cl)ccc1O	-2	-4	-0.2	-17	-12	0.7	1	0	12	5
N#CC(=C=[N-])c1nc2ccccc2nc1-[n+]1ccccc1	-1&-3	-1&1	-13&0.4	2&-2	-15&9	-1.2&-1.6	3&5	3&3	12&10	-2&-1
CCCN(CCO)Cc1ccc2ccccc2c1	0	4	-4.4	-5	0	1.1	11	-7	7	5
O=C(NCc1cccc(F)c1)C1CCC(=O)N(CC2CCCCC2)C1 (centres undefined)	3	-4	1.8	-5	-3	0.2	7	-1	-9	1
CNC(=O)COC(=O)c1cc(-c2ccc(OC)cc2)nc2ccccc12	6	0	4.9	-10	-1	0.6	15	-1	-22	-5
CSc1cccc(NC(=O)COc2cccc3ccccc23)c1	-20	11	0.8	-9	-15	1.1	-6	-31	16	-4
C[C@H](NC(=O)OC(C)(C)C)c1nnc(SCC(=O)c2ccc(Cl)cc2)o1	-4	3	-1.4	-9	5	-2.7	1	-3	-12	-7
Cc1cc(Cc2ccc([N+](=O)[O-])cc2)c(C)cn1	nt	3	-0.9	-11	-1	-0.2	8	-1	28	-6
O=C(Nc1nnc(C(F)(F)F)s1)c1ccc(Br)s1	9	1	-0.1	12	-10	-0.5	-10	4	4	0
O=C(NCC(c1cccnc1)N1CCN(c2ccccc2F)CC1)c1ccccc1 (centres undefined)	nt	0	-1.4	-3	1	-0.5	2	4	2	2
COc1ccc(OC)c(Nc2nc3nonc3nc2N2CCCCC2)c1	-2	-2	0.3	4	-9	-2.0	19	0	-15	1
COc1ccc(NC(=S)N2CCN(C(=O)c3ccco3)CC2)cc1OC	0	-3	0.6	4	-12	-1.3	11	-2	-12	0
CCOc1cc(/C=C2/SC(=O)N(CC(=O)N3CCc4ccccc4C3)C2=O)ccc1OCC(=O)O	-8	-6	-1.4	-10	9	-1.3	28	-4	18	2
C/C(Cl)=C\Cn1c(=O)c2c(nc3n2CCS3)n(C)c1=O	-2	10	-0.5	-4	-11	-0.2	-2	0	16	-2
Cc1ccc(S(=O)(=O)N2CCN(C(=O)c3cc4c(C)nn(-c5ccccc5)c4s3)CC2)cc1	-5	4	0.4	-10	-6	nt	-3	-1	-18	2
COc1ccc(NC(=O)CS(=O)c2cccc(Cl)c2)cc1 (centres undefined)	-5	0	0.5	3	4	-0.8	2	1	19	-3
CCC(=O)Nc1ccc2oc(-c3cccnc3)nc2c1	-2	17	1.0	-9	5	-2.6	0	-3	-7	-5
CCn1ncc(N(C)N)c(Cl)c1=O	-1	-7	2.2	4	-5	-0.3	-3	-4	-2	1
COc1ccc(Cl)cc1S(=O)(=O)N1CCCC(C(=O)NCC(N)=O)C1 (centres undefined)	-4	-3	-1.2	-3	-7	-2.3	7	1	-8	5
CCCCn1c(SCC(=O)Nc2cc(NC(=O)c3ccco3)ccc2C)nc2ccccc2c1=O	8	6	-1.3	-8	7	-0.7	-10	-1	-42	-8
O=C(c1ccccc1)N1CCCC(c2ccc(Cl)cc2)=N1	2	6	0.4	9	5	-2.1	2	-4	-56	0
CCn1c(SCC(=O)NNC(=S)Nc2ccccc2)nnc1-c1ccc(Cl)cc1	-6	3	-0.3	-9	3	-1.4	5	2	-5	1
COc1ccc(N(C(=O)C2COc3ccccc3O2)C(C(=O)NC2CCCCC2)c2ccccc2)cc1OC (centres undefined)	-2	-4	1.4	-14	-9	-1.2	7	1	7	1
C=CCn1cccc(/C=C/C(=O)c2ccc(C(C)(C)C)cc2)c1=S	-4	-2	0.2	-23	0	-0.6	0	17	7	-2
COC(=O)N/N=C(\C)c1ccc(Br)cc1	-4	-4	-0.8	0	-10	0.4	-8	1	-3	-1
CC(=O)c1ccc(NC(=O)Cn2cnc(S(=O)(=O)N3CCCC3)c2)cc1	44*	-7	0.2	0	7	-0.7	-2	0	12	-3
